PTHR1 agonist = agonists of human PTHR1 parathyroid hormone receptor; AID 743266; Q03431; 0.075% of 410,000 active; Potency, µM (titrated, usually from 115 µM), for inactives: at the top dose activation, most hits filed as activators; HEK293 GP2 PTHR1 cells, GloSensor cAMP luminescence, 1 h; note: potency is the fitted concentration of half-maximal effect; nearly all actives have a fitted effect of over 55% in size; some results filed as inactive show a strong effect at the top dose; inactives centre near -15; many of its hits are not listed in these tables
Target sequence (Q03431 whole entry, looked up): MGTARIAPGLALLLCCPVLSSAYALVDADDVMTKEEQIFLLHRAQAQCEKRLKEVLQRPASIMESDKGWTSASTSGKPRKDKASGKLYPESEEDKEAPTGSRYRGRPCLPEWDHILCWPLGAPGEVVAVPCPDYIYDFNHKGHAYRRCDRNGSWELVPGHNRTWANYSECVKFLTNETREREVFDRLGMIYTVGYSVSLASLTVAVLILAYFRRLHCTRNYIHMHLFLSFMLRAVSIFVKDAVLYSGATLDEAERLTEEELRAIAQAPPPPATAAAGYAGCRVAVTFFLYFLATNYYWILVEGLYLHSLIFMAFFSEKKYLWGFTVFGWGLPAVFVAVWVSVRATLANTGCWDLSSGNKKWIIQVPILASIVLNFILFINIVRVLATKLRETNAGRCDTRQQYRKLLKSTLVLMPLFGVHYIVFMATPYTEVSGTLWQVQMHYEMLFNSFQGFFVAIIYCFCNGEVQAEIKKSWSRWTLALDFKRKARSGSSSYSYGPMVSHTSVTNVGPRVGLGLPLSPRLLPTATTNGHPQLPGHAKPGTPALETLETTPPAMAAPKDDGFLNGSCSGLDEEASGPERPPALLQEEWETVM
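HEK-293-derived GP2 cells expressing PTHR1 and a GloSensor cAMP reporter, 3,000/well, plated overnight, given luciferin plus IBMX (each 0.5 mM as added) for 1 h at 37 °C, then compound for 1 h at 37 °C. Luminescence was read after 15 min at room temperature.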
D3 antag = D3 dopamine receptor (human) antagonism | D3R cells, DiscoveRx beta-arrestin luminescence, antagonist mode; stronger effect = lower value | max response, negative = inhibition, % | 2.5% of 360,000 active | P35462; in the data active = max response below about -50%; inconclusive = no clear call, values can overlap the other calls; note: % is set by controls: 0 for no effect and ±100 for the full control effect; mostly tested at two doses, the higher about 12 µM
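Cells plated overnight at 1500 cells/well, then exposed to library compounds with dopamine controls for 90 minutes at 37 degrees C. DiscoveRx reagent added for 30–60 minutes at room temperature; luminescence read, quantitative HTS format.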
TDP43 rescue = rescues yeast growth from TDP-43 toxicity; 1.8% of 410,000 active; AID 652104; Potency, µM (top dose mostly 46.1 µM), without a hit: at the top dose growth rescue (activation), actives largely listed as activators; TDP-43 expressing yeast growth rescue, BacTiter-Glo, 24 h; note: potency is the fitted concentration of half-maximal effect; % of control where 0% means no effect; nearly all actives have a fitted effect of over 50% in size
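In this qHTS, compounds that restore growth of yeast expressing TDP-43 appear as activators. Cells (OD600=0.02, galactose medium, raffinose-pregrown) are incubated with compound 24 hr at 30 deg C and growth is quantified by BacTiter-Glo.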
GLP1R ag = activates the human GLP-1 receptor | HEK293 GLP-1R CRE-luciferase, luminescence, 4-6 h; cells express a hypersensitive GLP-1R form | Potency, µM (highest dose often 45.6 µM), inactives show at the top dose activation, hits mostly activators | 0.007% of 380,000 active | AID 624172; note: potency is the fitted concentration of half-maximal effect; % of control where 0% means no effect
Target sequence (P43220 whole entry, looked up): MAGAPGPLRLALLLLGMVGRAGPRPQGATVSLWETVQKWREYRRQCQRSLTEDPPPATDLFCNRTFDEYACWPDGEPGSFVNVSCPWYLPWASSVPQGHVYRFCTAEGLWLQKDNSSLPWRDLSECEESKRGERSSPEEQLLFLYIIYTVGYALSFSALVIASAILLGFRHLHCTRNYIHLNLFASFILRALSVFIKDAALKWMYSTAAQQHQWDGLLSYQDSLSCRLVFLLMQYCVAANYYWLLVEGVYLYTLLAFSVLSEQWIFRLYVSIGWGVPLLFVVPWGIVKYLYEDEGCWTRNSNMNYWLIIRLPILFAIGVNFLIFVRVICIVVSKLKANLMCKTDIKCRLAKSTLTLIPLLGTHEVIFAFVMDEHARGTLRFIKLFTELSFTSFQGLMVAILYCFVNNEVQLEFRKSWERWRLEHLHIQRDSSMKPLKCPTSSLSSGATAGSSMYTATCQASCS
aSyn rescue = alpha-synuclein toxicity inhibition in yeast; Yeast expressing alpha-synuclein, growth rescue, BacTiter-Glo, 24 h; Potency, µM (titrated, usually from 46.1 µM), for inactives: top-dose growth rescue (activation), hits mostly activators; 0.14% of 370,000 active; note: potency is the fitted concentration of half-maximal effect; % of control where 0% means no effect; nearly all actives have a fitted effect of over 65% in size
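Readout is rescue of growth in alpha-synuclein-expressing yeast, so inhibitors of toxicity appear as activators. Growth after 24 hr at 30 deg C in galactose medium is quantified by luminescence.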
Abeta yeast res = A-beta toxicity reversal in yeast; yeast expressing A-beta42, growth rescue, OD600, 48 h; response scale: 0% DMSO, 100% iron-clioquinol control; Potency, µM (titrated, usually from 46.1 µM), for inactives: top-dose growth rescue, actives largely listed as activators; 0.063% of 410,000 active; AID 1347071; note: potency is the fitted concentration of half-maximal effect; nearly all actives have a fitted effect of over 55% in size
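Yeast growth medium received pinned compounds, then yeast cells expressing toxic A-beta were added; plates incubated at 30 C for 48 hr. Growth read as absorbance at 600 nm, normalized to DMSO and equimolar FeCl3 plus clioquinol controls.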
FUS yeast rescue = rescues growth of FUS-expressing yeast; 0.24% of 390,000 active; S. cerevisiae FUS-expressing, growth rescue, OD600, 24 h; Potency, µM (top dose mostly 76.6 µM), without a hit: at the highest dose growth rescue (activation), hits mostly activators;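 note: potency is the fitted concentration of half-maximal effect; plate controls were DMSO vehicle for no effect and reference control for full effect; nearly all actives have a fitted effect of over 55% in size; some results filed as inactive show a strong effect at the top dose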
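S. cerevisiae expressing FUS from galactose induction served as the toxicity model. Growth after 24hr at 30C, read as absorbance at 600 nm, indicates suppression of toxicity; compounds dosed at several concentrations.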
GLP-1R inv ag = acts as inverse agonist at human GLP-1 receptor; HEK293 GLP-1R CRE-luciferase, luminescence, 24 h; GLP-1R form is constitutively active; Potency, µM (top dose mostly 38.3 µM), for inactives: at the top dose activity change, negative = inhibition, actives largely listed as inhibitors; 1.6% of 410,000 active; AID 624417; note: potency is the fitted concentration of half-maximal effect; % is set by controls: 0 for no effect and ±100 for the full control effect; nearly all actives have a fitted effect of over 55% in size
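Using stably transfected HEK293 (constitutively active GLP-1R, cAMP-luciferase reporter), compounds were incubated 24 hr and luciferase measured by luminescence.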
Akt phos inh = Akt phosphorylation inhibition | 0.32% of 360,000 active | activity change, % for hits at 50 µM | Neuro2A IGF-stimulated pAkt S473 HTRF, 20 min; stronger effect = lower value; in the data active = activity change below about -80%; inconclusive = mostly about -51% to -80%; note: % is set by controls: 0 for no effect and ±100 for the full control effect
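Neuro2A cells in DMEM with 0.5% FBS, overnight at 37 deg C, given compound at single 50 µM final, then IGF (6 nM final) for 20 min at 37 deg C. Lysed; phospho-Akt Ser473 by HTRF after 24 h, 665/615 ratio.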
An asterisk follows results filed as active; i = inactive; ? = inconclusive; . = no result given; [ ] = remark or other dose. Unless noted, calls come from the whole dose curve; as a rule, active = well fitted curve in the direction sought with a large enough effect; inconclusive = small, poorly fitted or top-dose-only effect, or another doubt; inactive = no such curve, though single readings can be large; an effect the other way counts as inactive or inconclusive. A portion of the library; the hit share may differ from the screen's.

Compound	PTHR1 agonist	D3 antag	TDP43 rescue	GLP1R ag	aSyn rescue	Abeta yeast res	FUS yeast rescue	GLP-1R inv ag	Akt phos inh
CN(CC(=O)Nc1ccc(F)cc1)C(=O)c1cccc(S(=O)(=O)N2CCN(c3ccc(F)cc3)CC2)c1	i	-6	9%	-9%	0%	-10%	?	?	i
Cc1ccc(C)c(CSc2nnc(-c3cccnc3)n2N)c1	i	-15	12%	0%	-4%	-7%	2%	-1%	i
COc1ccc(-c2ccc(=O)n(CC(=O)Nc3ccccc3C(F)(F)F)n2)cc1	-20%	.	?	.	.	12%	0%	16%	.
O=C(O)C1C2C=CC(O2)C1C(=O)NCc1ccccc1Br (stereo unspecified)	-8%[57.5 µM]	-11	-11%	-12%	-17%	-17%	4%	-4%	i
O=C(OCC(=O)c1ccc(Cl)s1)c1ccc(CO)cc1	-56%[inhibitor]	9	0%	4%	-2%	0%	2%	-3%	i
O=c1c(N2CCN(c3cccc(Cl)c3)CC2)csc2ccc(Cl)cc12	-22%	.	-88%[inhibitor]	.	.	-33%	12%	-17%	.
CCCCc1nc2sc3c(=O)n(N)cnc3c2c2c1CCCC2	-22%	-8	7%	-3%	0%	4%	-18%	15%	i
CC(NC(=O)c1ccccc1)C(=O)N/N=C/c1ccco1 (stereo unspecified)	i	-1	-17%	6%	-1%	1%	14%	1%	i
CCOC(=O)C(C)n1cnc2sc3c(c2c1=O)CCC3 (stereo unspecified)	-5%[57.5 µM]	4	-4%	-5%	0%	-3%	31%	-11%	i
C[C@@H](c1ccccc1)N1C[C@H](COCc2ccccc2)Oc2cc(N3CCC[C@@H]3CO)ccc2S1(=O)=O	-17%	-19	1%	8%	?	-16%	?	?	i
CC(CS(=O)(=O)c1ccccc1[N+](=O)[O-])N1CCOCC1 (stereo unspecified)	i	4	17%	1%	-3%	-5%	0%	1%	i
O=C(CSc1nncs1)NC(=O)Nc1ccc2c(c1)OCCO2	-15%	-10	3%	-4%	-1%	-14%	-18%	-5%	i
COc1ccc(S(=O)(=O)N2c3ccccc3OCC2C)cc1 (stereo unspecified)	-13%	-11	7%	25%	6%	16%	7%	?	i
CCC1(CC)NC(=O)N(CC(=O)OCC(=O)NC(=O)c2ccccc2)C1=O	i	12	0%	-6%	7%	-8%	-1%	2%[0.307 µM]	i
CC1CN(S(=O)(=O)c2cc(C(=O)NCCCN3CCCC3=O)ccc2Cl)CC(C)O1 (stereo unspecified)	-20%	-28	3%	-1%	-1%	18%	17%	4%	i
O=C(C1CCC(CNS(=O)(=O)c2ccc(Br)s2)CC1)N1CCN(c2ccccc2Cl)CC1 (stereo unspecified)	-30%	.	16%	.	.	-8%	-8%	?	.
COc1ccc(CN(C)C(=O)/C=C/c2ccc(S(=O)(=O)N3CCOCC3)cc2)cc1F	-23%	15	14%	29%	5%	8%	14%	37%[activator]	i
COc1cc(C(=O)NCC(c2cccs2)N2CCc3ccccc32)cc(OC)c1OC (stereo unspecified)	-1%	2	-15%	11%	1%	-1%	41%	?	i
CCOc1ccc2nc(NCCNC(=O)Nc3cccc(C)c3)c(C#N)cc2c1	i	5	-10%	4%	1%	5%	-13%	?	i
COc1ccc(SCCN2CCN(CC(C)C)CCC2=O)cc1	-5%	-19	-7%	5%	2%	-6%	-17%	-17%	i

Going on with the list:
Field names: A = PTHR1 agonist; B = D3 antag; C = TDP43 rescue; D = GLP1R ag; E = aSyn rescue; F = Abeta yeast res; G = FUS yeast rescue; H = GLP-1R inv ag; I = Akt phos inh
CSc1ccc(CCNC(=O)CCc2nnc3ccc(N4CCCC4)nn23)cc1
  A: i; B: 15; C: 16%; D: -8%; E: -2%; F: -10%; G: 12%; H: 9%; I: i
COc1ccc(C(=O)NCCCn2cccn2)cc1OC1CCN(C(C)=O)CC1
  A: i; B: 4; C: 6%; D: -4%; E: 0%; F: -12%; G: .; H: 1%; I: i
O=S(=O)(c1ccc2ccccc2c1)N1CCCCC1
  A: i; B: 10; C: -11%; D: 3%; E: 5%; F: -25%; G: 20%; H: ?; I: .
COc1ccc(OC)c(NC(=O)NNC(=O)c2cc3occc3[nH]2)c1
  A: -21%; B: -7; C: -22%; D: -5%; E: 0%; F: -24%; G: 24%; H: -23%; I: .
CS(=O)(=O)N(CC(=O)NCc1ccco1)c1ccccc1Cl
  A: -12%[57.5 µM]; B: 0; C: -13%; D: -10%; E: 0%; F: -7%; G: 20%; H: -1%; I: i
Cc1ccc(F)cc1NC(=O)CCc1c(C)nn(-c2ccc(N3CCOCC3)nn2)c1C
  A: i; B: .; C: 3%; D: .; E: .; F: -12%; G: 24%; H: -16%; I: .
CCOc1ccc(Br)cc1C(=O)Nc1ccc(C(=O)NCC(C)C)cc1
  A: i; B: -4; C: 14%; D: 2%; E: 2%; F: 0%; G: 4%; H: 36%; I: i
CC1Cc2ccccc2N1C(=O)CSc1nnc(-c2ccccc2)c(-c2ccccc2)n1 (stereo unspecified)
  A: -40%[inhibitor][57.5 µM]; B: -21; C: -10%; D: -8%; E: -8%; F: -17%; G: ?; H: 0%; I: i
O=C(c1ccc([N+](=O)[O-])cc1)N1CCN(C(=O)c2cccnc2)CC1
  A: i; B: 3; C: 2%; D: 1%; E: -3%; F: 1%; G: -8%; H: 16%; I: i
NC(=O)Cn1c(=O)n(C2CCCCC2)c(=O)c2c3c(sc21)CCCCC3
  A: -59%; B: -7; C: 8%; D: 2%; E: -3%; F: 11%; G: -5%; H: ?; I: i

Entries of single compounds, looked up by structure. Order of values: PTHR1 agonist	D3 antag	TDP43 rescue	GLP1R ag	aSyn rescue	Abeta yeast res	FUS yeast rescue	GLP-1R inv ag	Akt phos inh
Listed for NC(=O)Cn1c(=O)n(C2CCCCC2)c(=O)c2c3c(sc21)CCCCC3 = -59%	-7	8%	2%	-3%	11%	-5%	?	i
Listed for Cc1ccc(F)cc1NC(=O)CCc1c(C)nn(-c2ccc(N3CCOCC3)nn2)c1C = i	.	3%	.	.	-12%	24%	-16%	.
Listed for O=C(c1ccc([N+](=O)[O-])cc1)N1CCN(C(=O)c2cccnc2)CC1 = i	3	2%	1%	-3%	1%	-8%	16%	i
Listed for COc1ccc(OC)c(NC(=O)NNC(=O)c2cc3occc3[nH]2)c1 = -21%	-7	-22%	-5%	0%	-24%	24%	-23%	.
Listed for COc1ccc(C(=O)NCCCn2cccn2)cc1OC1CCN(C(C)=O)CC1 = i	4	6%	-4%	0%	-12%	.	1%	i

Next entries
Field names: A = PTHR1 agonist; B = D3 antag; C = TDP43 rescue; D = GLP1R ag; E = aSyn rescue; F = Abeta yeast res; G = FUS yeast rescue; H = GLP-1R inv ag; I = Akt phos inh
O=C(c1ccc2c(c1)N(Cc1c(F)cccc1Cl)C(=O)c1ccccc1S2)N1CCCC1
  A: -14%; B: .; C: ?; D: -4%; E: .; F: -1%; G: ?; H: ?; I: .
O=C(Oc1c(Br)cc([N+](=O)[O-])cc1Br)c1cccnc1
  A: -52%[inhibitor]; B: -29; C: -69%[inhibitor]; D: -5%; E: -59%[inhibitor]; F: -94%[inhibitor]; G: 17%; H: ?; I: i
Cc1cccc(Cn2cc(S(=O)(=O)c3ccc(Cl)cc3)c(=O)c3cc4c(cc32)OCO4)c1
  A: -12%; B: .; C: 1%; D: .; E: .; F: 2%; G: -9%; H: 2%; I: .
COc1cc(OC)cc(-c2nc(SCC(=O)Nc3ccccc3F)n[nH]2)c1
  A: i; B: 9; C: 9%; D: 6%; E: -2%; F: 16%; G: 7%; H: 7%; I: i
Cc1ccc(-c2cc(C(F)(F)F)n3nc(-c4ccc(Cl)cc4)cc3n2)cc1
  A: i; B: .; C: 0%; D: .; E: .; F: -4%; G: 0%; H: 1%; I: .
CCOc1ccc(OCC)c(NC(=O)CSc2nc3c(c(=O)n(C)c(=O)n3C)n2CC)c1
  A: i; B: 24; C: -17%; D: 0%; E: 10%; F: -9%; G: 6%; H: 27%; I: i
COc1cc(/C=N/NC(=O)c2cccs2)ccc1O
  A: i; B: 14; C: -11%; D: -2%; E: -4%; F: -8%; G: -36%; H: 7%; I: i
N#Cc1c(NC(=O)CN2CCN(C(=O)c3ccco3)CC2)sc2c1CCCCC2
  A: -6%[57.5 µM]; B: 27; C: -5%; D: 4%; E: -1%; F: -6%; G: 30%; H: ?; I: i
COCCNC(=S)N/N=C/c1ccc(N2CCOCC2)cc1
  A: i; B: 1; C: -19%[0.397 µM]; D: 7%; E: 3%; F: -3%; G: 17%; H: ?; I: i
CCCCc1c(C)nn(-c2nnc3c4ccccc4n(C)c3n2)c1C
  A: i; B: 8; C: 1%; D: -6%; E: 0%; F: -4%; G: 20%; H: ?; I: i
CCn1c(SCC(N)=O)nc2sc3c(c2c1=O)CCN(C)C3
  A: -6%; B: -23; C: -12%[1.82 µM]; D: 5%; E: -4%; F: -3%; G: 27%; H: 2%; I: i
COc1cc(CN2CCSCC2)c([N+](=O)[O-])cc1OC
  A: i; B: -5; C: 4%; D: -4%; E: -11%; F: 8%; G: 1%; H: -2%; I: i
CC(=O)N(C)c1ccc(NCc2cc(=O)oc3cc(C)c(O)cc23)cc1
  A: -4%; B: -1; C: 10%; D: -4%; E: -6%; F: 1%; G: -17%; H: -12%; I: i
Fc1cccc(Cn2ccc(-c3ccc4c(c3)OCO4)n2)c1
  A: i; B: 2; C: 13µM*; D: 30%; E: -14%; F: -15%; G: 19%; H: ?; I: i

Screens: PubChem, National Center for Advancing Translational Sciences (NCATS)
